Assay outcomes from PubChem BioAssay.
NPYLR7 agonist: agonists of mosquito NPYLR7 receptor, primary screen, cell-based, Aedes aegypti, calcium fluorescence, mosquito biting behavior. 0.15% of 270,000 active. activation, % at 10 µM. AID 1259423, 2018. HEK293T NPYLR7/Galpha15, GCaMP6s calcium fluorescence; in the data active = activation above about 40%;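 note: 0% = vehicle and 100% = reference agonist at the receptor; some compounds past the cut are filed as inactive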
mcGAS inh: cyclic GMP-AMP synthase inhibitors, mouse, primary biochemical chemiluminescence; inhibition, % at 12.5 µM; 0.15% of 160,000 active; recombinant cGAS, Kinase-Glo ATP depletion luminescence; Q8C6L5;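 note: 0% = negative control wells and 100% = reference inhibitor with no enzyme activity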
hcGAS inh: Primary biochemical luminescence assay for human cyclic GMP-AMP synthase inhibitors | Q8N884 | recombinant h-cGAS, ATP depletion, Kinase-Glo luminescence | inhibition, % at 12.5 µM | 0.081% of 290,000 active | AID 1259398, 2018;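 note: 0% = vehicle reaction and 100% = reaction without DNA for no activity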
Target sequence (Q8N884 whole entry, looked up): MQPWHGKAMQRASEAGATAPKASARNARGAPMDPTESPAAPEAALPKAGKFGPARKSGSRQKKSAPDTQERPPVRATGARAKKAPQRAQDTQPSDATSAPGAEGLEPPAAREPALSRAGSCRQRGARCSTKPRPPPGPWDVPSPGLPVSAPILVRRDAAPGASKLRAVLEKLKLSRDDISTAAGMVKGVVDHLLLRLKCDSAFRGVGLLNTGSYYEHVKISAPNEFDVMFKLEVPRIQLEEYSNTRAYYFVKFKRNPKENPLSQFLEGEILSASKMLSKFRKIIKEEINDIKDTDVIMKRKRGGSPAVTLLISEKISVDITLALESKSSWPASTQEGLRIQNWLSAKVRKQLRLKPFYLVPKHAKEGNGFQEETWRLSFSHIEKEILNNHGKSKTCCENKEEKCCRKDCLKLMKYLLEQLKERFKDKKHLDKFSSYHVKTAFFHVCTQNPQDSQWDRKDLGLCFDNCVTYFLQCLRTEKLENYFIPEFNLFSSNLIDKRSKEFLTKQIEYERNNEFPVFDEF
Starred values were filed as active, the others as inactive; · = not tested or not shown; & = joins results of further samples. Cut-off read from the data, not from the text of the source, unless noted: active = inhibition above about 40%; inactive = the rest. Random draw from the library; 0.29% or so of the library scored in one or more.

SMILES	NPYLR7 agonist	mcGAS inh	hcGAS inh
CCC(NC(=O)C1(C#N)CCCCC1)c1ccccc1 (centres undefined)	-10	·	-7
CN(c1cc(C(=O)NCc2cccs2)c2ccccc2n1)C1CCCCC1	23	·	-3
CC(C)Cc1ccc(CC(=O)O)cc1	-4	·	1
O=C(NCc1coc(-c2ccccc2)n1)c1cn2c(n1)CNCC2	1	-7	-3
c1cc[n+](CCC[n+]2ccccc2)cc1	-2	·	-2
COC(=O)CSc1nc(C(C)(C)C)cc(C(F)(F)F)n1	3	-6	-1
COCCN(Cc1cnn(C)c1)C(=O)c1ccc2c(c1)OCO2	9	-18	-8
CC1CN(CC(=O)Nc2c(C#N)cnn2-c2ccccc2)CC(C)(C)O1 (centres undefined)	4	·	-6
CC(=O)c1ccc(S(=O)(=O)N2CCC(CCc3ccc(C(F)(F)F)cc3)CC2)cc1	4	-7	-2
CCOCCn1c(=O)c2c(nc3n2CCCN3c2ccc(OCC)cc2)n(C)c1=O	·	-8	-10
CCn1ncnc1CN1CCC(c2nn(C)c(=O)n2-c2ccccc2)CC1	-5	·	-5
O=C(N1CCC2(CC1)N=CC1(CCCCC1)S2)C1(c2ccccc2)CC1	1	·	10
O=P1(Nc2ccc(F)cc2F)C=C(c2ccccc2)OC(c2ccccc2)=C1	5	·	-4
Cn1c(-c2ccc(CN3CCCC3c3ccccn3)o2)nc2ccccc21 (centres undefined)	21	·	-4
Cc1ccc(CN2CCN(Cc3nc(-c4ccccc4)cs3)CC2CCO)o1 (centres undefined)	10	-10	-7
Cc1ccc(CC(NC(=O)c2sc3cc(F)ccc3c2Cl)c2ccccc2)cc1 (centres undefined)	-6	-7	-7
CC(=O)c1ccc(C(=O)N2CCCC(C(=O)c3ccc(Oc4ccccc4)cc3)C2)cc1 (centres undefined)	0&14	-10	3&-6
COCCN(Cc1cnn(C)c1)C(=O)c1ccccc1OC(F)F	27	-16	-4
Cc1ccc(F)c(S(=O)(=O)NC(=O)C2(C)CCN2C(=O)Cc2ccccc2Cl)c1 (centres undefined)	9	·	1
O=C(c1cnc(CN2CCCC2)s1)N1CC(c2cccnc2)C1	12	-12	-4
CCCCC1C(=O)N(C)CCN1Cc1nc[nH]c1C (centres undefined)	1	·	0
CCn1cc(C(=O)N2CCN(C(C)=O)CC2)c2nn(-c3ccccc3)c(=O)c-2c1	12	-6	-1
CC(C)(C)c1cc2oc(=O)c(I)c(O)c2c(=O)n1-c1ccccc1	-3	·	-3
CCOC(=O)Cn1c(C2CC(=O)N(C(C)C)C2)nc2ccccc21 (centres undefined)	2	0	3
CC(C)C(NC(=O)CSc1nnnn1CC1CCCO1)c1ccc2c(c1)OCCCO2 (centres undefined)	0	·	-4
O=C(NCC(=O)N1CCc2ccc(Cl)cc21)OCC(F)(F)F	0	-17	-12
CCOC(=O)Cc1c(C)nc2ncnn2c1N1CCN(C(=O)C2C[C@H]2c2ccccc2)CC1 (some centres undefined)	22	-5	1
COCCN(Cc1ccc(OS(C)(=O)=O)cc1)C(=O)Nc1c(C(C)C)cccc1C(C)C	19	-6	-5
COc1ccc(-c2noc(-c3c(SC)nn(CC(=O)NCc4ccccc4)c3N)n2)cc1	2	-8	-5
Cc1ccc(S(C)(=O)=O)cc1NC(=O)c1cc2c(s1)CCCC2	2	·	-2
Cc1ccc2[nH]c(C(=O)NCC(=O)NC(C)(C)C)c(Cl)c2c1	19	-17	-6
CC1(C)Cc2c(-c3ccccc3)c(-c3ccc(Cl)cc3)c(CC(=O)O)n2C1	-5	-7	-5
Cc1nn(C)c(Cl)c1/C=C/C(=O)NC(C)(C)CC(C)(C)C	8	·	-7
CCOc1ccc(OCC(O)CN2C(=O)CC(c3ccccc3)C2=O)cc1 (centres undefined)	7	-5	0
COCCNc1oc2c(c1-c1ccc(Br)cc1)c(=O)n(C)c(=O)n2C	1	2	7
Cc1nc(SCc2ccc(C(=O)N3CCN(C)CC3)cc2)nc(N2CCOCC2)c1C	5	-5	-6
C=CCN(Cc1ncc[nH]1)Cc1ccccc1OC	-8	-5	6
COc1cc2nc(-c3ccc(C)o3)cc(C(=O)NCCc3cccs3)c2cc1OC	-7	-6	-7
Cc1nc(-c2cccnc2)sc1-c1ccc(SCC(=O)Nc2ccc(F)c(F)c2)nn1	3	·	1
CCc1cn[nH]c1C1CCCN(C(=O)c2cnc(NC(C)C)nc2)C1 (centres undefined)	0	·	-7
COc1ccccc1OCc1cc(C(=O)N(C)C2Cc3ccccc3C2)n[nH]1	-2	·	-2
O=C(CNC(=O)c1ccccc1Cl)NNC(=O)c1cccc(Cl)c1	7	·	-3
Cc1ccn2c(CCNC(=O)c3ccc(Cl)s3)cnc2c1	6	·	-4
Cc1ccc(C)c(N=C2NC(=O)/C(=C\c3csnn3)S2)c1	6	-15	-6
CS(=O)(=O)/C(C#N)=C/c1cc(Cl)c2c(c1)OCO2	-1	-14	-7
Cc1cc(NC(=O)c2ccc(S(=O)(=O)N3CCCC3)cc2)n(-c2nc3ccc(F)cc3s2)n1	-9	-14	-6
Cc1ccc(C)c(NC(=O)OCC(C)(C)NC(=O)COc2ccccc2)c1	-12	·	-5
CC(C)Cc1ncc2c(n1)CN(c1nnnn1C(C)c1ccccc1)C2 (centres undefined)	16	·	-10
N#Cc1ccc(C(=O)N(CCN2CCOCC2)c2nc3ccc(F)cc3s2)cc1	9	·	2
O=C(NCc1ccc(F)cc1)c1cnn2c1NC(c1cccs1)CC2C(F)(F)F (centres undefined)	11	-1	-3
COc1ccc(N2CCN(c3cc(C(C)(C)C)nc(SCc4cccc(C(=O)O)c4)n3)CC2)cc1	8	-7	-7
CCc1nc2c(OCCOC)cccn2c1N(C=O)Cc1ccccc1	12	-2	-3
CC(C)(C)c1cc(C(=O)N2CCN(CCCOC(c3ccc(Cl)cc3)c3ccc(Cl)cc3)CC2)n(Cc2ccccc2)n1	4	-8	-8
N#CC(=C(O)CSc1cccc[n+]1[O-])c1nc2ccccc2[nH]1	3	·	-8
CC1=CC(C)C2C(=O)N(c3cc(Cl)cc(Cl)c3)C1C2CO (centres undefined)	0	·	-8
CCCCNC(=O)C1(C)CCCCN1C(=O)c1ccc(F)c(C)c1 (centres undefined)	0	·	0
OCC1CCCCN1Cc1nc(Cc2ccccc2)no1 (centres undefined)	0	-3	-1
CCN(C(=O)CN1CCN(Cc2ncc[nH]2)CC1)c1ccccc1	13	·	-9
CCN(CC)CCCn1c2c(c(SCC(=O)Nc3ccc(C(C)C)cc3)nc1=O)CCC2	-2	-7	-8
Cc1ccc(-c2ccnc(N3C[C@H](OC(C)C)[C@@H](O)C3)n2)c(C)n1	-9	·	-4
The listing continues:
SMILES	NPYLR7 agonist	mcGAS inh	hcGAS inh
COc1cccc2sc(N(CCCN(C)C)C(=O)COc3ccc(Cl)cc3)nc12	1	-7	-3
Cc1nc(N[C@@H](CO)Cc2ccccc2)c2cnn(C)c2n1	17	·	-7
COc1ccccc1-n1c(-c2ccc(Cl)cc2)cc(C(=O)N2CCN(c3cccc(C(F)(F)F)c3)CC2)c1C	4	-4	-4
COc1cc(NC(=O)Nc2cccn3nc(COCCO)nc23)cc(OC)c1OC	-1	-6	-11
Cc1ccccc1C1c2ccsc2CCN1C(=O)CN(C(=O)c1ccc(C(F)(F)F)cc1)C1CCCCC1 (centres undefined)	2	-3	1
Cc1[nH]n(-c2nc(-c3ccc(Br)cc3)cs2)c(=O)c1N=Nc1ccc([N+](=O)[O-])cc1	0	0	3
CC(C)c1nnc(SCC(N)=O)c2c1cnn2-c1ccc(F)cc1	-5	-13	-11
CC(C)COc1nc(-c2cccc(C(F)(F)F)c2)n(-c2ccc(N)cc2)n1	-17	0	2
C=CCNCc1nc2scc(-c3ccc(C)cc3C)c2c(=O)[nH]1	0	-2	-1
Cc1[nH]c(=O)[nH]c(=O)c1CCC(=O)Nc1ccc(C(C)C)cc1	-6	-4	0
CN(Cc1ccccc1)c1cc(C(F)(F)F)nc(SCc2ccc(C(=O)O)cc2)n1	7	-2	2
O=C(Nc1c(F)c(F)c(F)c(F)c1F)N[C@H](Cc1ccccc1)C(=O)N1CCC(C(=O)N2CCOCC2)CC1	26	-6	-6
CCN(CC)c1cc(-c2cccc(O)c2)nc(N)n1	-5	2	-1
CCS(=O)(=O)N(C)C(=O)c1cc(C)n(-c2cccc(OC)c2)c1C	-4	·	0
c1cn(-c2ccc(Oc3ccc4c(C5CC5)noc4n3)cc2)cn1	9	-1	0
CC1(Cc2ccc(Cl)cc2)C(=O)Nc2ccc(Cl)cc21 (centres undefined)	3	-3	1
O=C(CNC(=O)c1cccnc1)N=Nc1c(O)[nH]c2ccc([N+](=O)[O-])cc12	-10	-7	0
CC(=O)N(Cc1ccccc1)[C@@H]1C[C@@H]2CO[C@H](c3ccccc3)C[C@@H]2C1	5	-1	2
Cc1nn(CC(=O)NC(C)C)c(=O)c2cc3occc3n12	2	-3	-3
Cc1ccc(C)c(S(=O)(=O)n2ncc(C#N)c2N)c1	0	·	-8
N#CC1C(=O)Nc2nc(N3CCOCC3)[nH]c(=O)c2C1c1ccccc1 (centres undefined)	-1	·	1
O=C(NCCn1nc(-c2ccco2)ccc1=O)c1ccccc1C(F)(F)F	1	-4	7
CC(NC(=O)C1COC2(CCN(C(=O)c3ccccc3Cl)CC2)N1C(=O)c1cccc(F)c1)c1ccccc1 (centres undefined)	21	-5	-7
Cc1ccc(Cc2nc(CSc3ccc(C)cc3C)cs2)cc1	4	2	5
c1cnc2c(-c3nccn3CCCn3ccnc3)cccc2c1	6	-20	-8
O=C(Cc1ccccn1)NCc1nc(-c2cccc(F)c2)c(-c2ccccn2)[nH]1	0	·	0
O=C1C2C3C=CC(C3)C2C(=O)N1c1ccc(F)cc1F (centres undefined)	-11	-5	-5
CC(=O)N1CCc2c(sc(NC(=O)Cc3ccc4c(c3)OCO4)c2C#N)C1	-6	·	0
O=S(=O)(O/N=C1/CCCc2sc(Cl)cc21)c1ccccc1	-1	·	-13
COc1cccc(CNC(=O)C2CCN(C(=O)[C@@H]3CCCN3C(=O)Nc3ccccc3OC(F)F)CC2)c1	0	-7	-6
CCN(CC)C(=O)[C@@H]1C[C@H](NC(=O)C2(C)CC2)CN1Cc1cn(C)nc1C	·	-6	-15
O=C(C(O)c1ccccc1Cl)N1C[C@@H]2[C@@H]3CC[C@@H](C3)[C@@H]2C1 (some centres undefined)	7	-13	-7
COCC(=O)N1CCN(c2ccccc2-c2ccccc2)C(=O)C1C (centres undefined)	-2	-3	-2
CC(C)Nc1ccc(C(=O)NC2CCN(Cc3ccccc3)C2)cn1 (centres undefined)	-8	·	-6
c1ccc2c(CN3CCN(Cc4c[nH]c5ccccc45)CC3)c[nH]c2c1	20	-4	-8
COc1ccccc1N1CCN(C2CCCN(Cc3nc4ccccc4n3C)C2)CC1 (centres undefined)	9	-9	-8

Exported in markdown: entries from further up
| SMILES | NPYLR7 agonist | mcGAS inh | hcGAS inh |
| --- | --- | --- | --- |
| Cc1[nH]c(=O)[nH]c(=O)c1CCC(=O)Nc1ccc(C(C)C)cc1 | -6 | -4 | 0 |
| CN(Cc1ccccc1)c1cc(C(F)(F)F)nc(SCc2ccc(C(=O)O)cc2)n1 | 7 | -2 | 2 |
| O=C(Nc1c(F)c(F)c(F)c(F)c1F)N[C@H](Cc1ccccc1)C(=O)N1CCC(C(=O)N2CCOCC2)CC1 | 26 | -6 | -6 |
| CCN(CC)c1cc(-c2cccc(O)c2)nc(N)n1 | -5 | 2 | -1 |
| CCS(=O)(=O)N(C)C(=O)c1cc(C)n(-c2cccc(OC)c2)c1C | -4 | · | 0 |
| c1cn(-c2ccc(Oc3ccc4c(C5CC5)noc4n3)cc2)cn1 | 9 | -1 | 0 |
| CC1(Cc2ccc(Cl)cc2)C(=O)Nc2ccc(Cl)cc21 (centres undefined) | 3 | -3 | 1 |
| O=C(CNC(=O)c1cccnc1)N=Nc1c(O)[nH]c2ccc([N+](=O)[O-])cc12 | -10 | -7 | 0 |
| CC(=O)N(Cc1ccccc1)[C@@H]1C[C@@H]2CO[C@H](c3ccccc3)C[C@@H]2C1 | 5 | -1 | 2 |
| Cc1nn(CC(=O)NC(C)C)c(=O)c2cc3occc3n12 | 2 | -3 | -3 |
| Cc1ccc(C)c(S(=O)(=O)n2ncc(C#N)c2N)c1 | 0 | · | -8 |
| N#CC1C(=O)Nc2nc(N3CCOCC3)[nH]c(=O)c2C1c1ccccc1 (centres undefined) | -1 | · | 1 |
| O=C(NCCn1nc(-c2ccco2)ccc1=O)c1ccccc1C(F)(F)F | 1 | -4 | 7 |
| CC(NC(=O)C1COC2(CCN(C(=O)c3ccccc3Cl)CC2)N1C(=O)c1cccc(F)c1)c1ccccc1 (centres undefined) | 21 | -5 | -7 |
| Cc1ccc(Cc2nc(CSc3ccc(C)cc3C)cs2)cc1 | 4 | 2 | 5 |
| c1cnc2c(-c3nccn3CCCn3ccnc3)cccc2c1 | 6 | -20 | -8 |
| O=C(Cc1ccccn1)NCc1nc(-c2cccc(F)c2)c(-c2ccccn2)[nH]1 | 0 | · | 0 |
| O=C1C2C3C=CC(C3)C2C(=O)N1c1ccc(F)cc1F (centres undefined) | -11 | -5 | -5 |
| CC(=O)N1CCc2c(sc(NC(=O)Cc3ccc4c(c3)OCO4)c2C#N)C1 | -6 | · | 0 |
| O=S(=O)(O/N=C1/CCCc2sc(Cl)cc21)c1ccccc1 | -1 | · | -13 |
| COc1cccc(CNC(=O)C2CCN(C(=O)[C@@H]3CCCN3C(=O)Nc3ccccc3OC(F)F)CC2)c1 | 0 | -7 | -6 |
| CCN(CC)C(=O)[C@@H]1C[C@H](NC(=O)C2(C)CC2)CN1Cc1cn(C)nc1C | · | -6 | -15 |
| O=C(C(O)c1ccccc1Cl)N1C[C@@H]2[C@@H]3CC[C@@H](C3)[C@@H]2C1 (some centres undefined) | 7 | -13 | -7 |
| COCC(=O)N1CCN(c2ccccc2-c2ccccc2)C(=O)C1C (centres undefined) | -2 | -3 | -2 |
